CHT block – inhibitors of human choline transporter CHT; B-score at 10 µM; 310,000 tested, 0.86% active; AID 488975, 2010; CHT-expressing cells, membrane potential dye, choline response; active compounds read low; High affinity choline transporter 1 (Homo sapiens), Q9GZV3;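 active = B-score over 3 SD under the library average, and starting fluorescence ratio not unusually high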;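 also: choline stimulus applied at its EC90 after an EC20 pre-addition; B-score computed on integrated fluorescence ratio after choline addition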
Target sequence (Q9GZV3 whole entry, looked up): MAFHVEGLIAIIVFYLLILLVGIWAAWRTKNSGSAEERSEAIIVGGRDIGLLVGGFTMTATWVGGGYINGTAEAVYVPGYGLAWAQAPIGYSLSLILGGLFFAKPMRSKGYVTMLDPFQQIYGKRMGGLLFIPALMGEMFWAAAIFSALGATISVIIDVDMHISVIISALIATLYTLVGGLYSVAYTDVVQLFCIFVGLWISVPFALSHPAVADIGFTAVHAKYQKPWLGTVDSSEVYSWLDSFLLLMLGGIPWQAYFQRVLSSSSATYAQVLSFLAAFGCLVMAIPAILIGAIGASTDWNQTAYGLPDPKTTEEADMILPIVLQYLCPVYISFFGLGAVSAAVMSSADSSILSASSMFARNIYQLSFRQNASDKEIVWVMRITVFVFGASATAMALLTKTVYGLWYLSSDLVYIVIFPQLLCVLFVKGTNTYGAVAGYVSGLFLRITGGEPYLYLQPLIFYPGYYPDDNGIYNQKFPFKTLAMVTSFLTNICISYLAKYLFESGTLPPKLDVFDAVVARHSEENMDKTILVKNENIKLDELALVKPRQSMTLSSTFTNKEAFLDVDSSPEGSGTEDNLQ
CHT PAM – CHT positive allosteric modulators, primary screen, cell-based, membrane potential dye, choline EC20 | High affinity choline transporter 1 (Homo sapiens), Q9GZV3 | CHT-expressing cells; active compounds read high; LV-AA mutant CHT in HEK293 cells | B-score at 10 µM | 310,000 tested, 0.49% active | AID 488977, 2010;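 active = initial fluorescence not abnormally high and integrated response B-score, plate-corrected, over 3 SD above library mean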
Calls only; i = inactive.

#	mol	CHT block	CHT PAM
1	Cc1ccc(NCN2C(=O)C3CC=CCC3C2=O)cc1 (configuration not stated)	i	i
2	CC1CCCCC12NC(=O)N(CC(=O)c1ccc[nH]1)C2=O (configuration not stated)	i	i
3	CC1CN(C(=O)CSc2nnc(-c3ccccc3)o2)CC(C)O1 (configuration not stated)	i	i
4	Cn1c(C(O)c2ccc3c(c2)OCO3)nc2ccccc21 (configuration not stated)	i	i
5	Cc1ccnc(Nc2nc(-c3ccccc3)cs2)c1	i	i
6	Cc1ccc(NC(=O)CSc2nnc(CNC(=O)c3ccccc3F)o2)cc1	i	i
7	O=C(Cn1nc(-c2ccccc2)c2ccccc2c1=O)NCCN1CCOCC1	i	i
8	CCCCC(CC)C(=O)Nc1cc(C(=O)NCc2ccc(C)cc2)ccc1N1CCC2(CC1)CC(c1cccc(Br)c1)=NO2 (configuration not stated)	i	i
9	CCNC(=O)NCCc1c[nH]c2ccc(Cl)cc12	i	i
10	Cn1c(=O)oc2cc(S(=O)(=O)N3CCN(Cc4ccc5c(c4)OCO5)CC3)ccc21	i	i
11	COC(=O)c1cc(S(=O)(=O)N(C)C2CCCCC2)oc1C	i	i
12	COc1ccccc1C(=O)NC1CCCc2ccccc21 (configuration not stated)	i	i
13	O=C(NCc1cccc(Cl)c1)c1cccc(C(F)(F)F)c1	i	i
14	CCCCCOC(=O)CCN1C(=O)/C(=C2\SC(=S)N(CCC(=O)OCCCCC)C2=O)SC1=S	i	i
15	O=C(COC(=O)CCC1CCCC1)Nc1cccc(S(=O)(=O)N2CCOCC2)c1	i	i
16	Cc1noc(NS(=O)(=O)c2ccc(N/C=C/C(=O)c3ccncc3)cc2)c1C	i	i
17	Cc1ccc(C(=O)Nc2ccccc2C(=O)N2CCCC2)cc1[N+](=O)[O-]	i	i
18	CC(C)(C)c1ccccc1NC(=O)Cn1c(=O)cnc2ccccc21	i	i
19	O=C1CCCN1c1ccc(S(=O)(=O)NCc2ccco2)cc1	i	i
20	O=C(Cn1cnc2ccccc2c1=O)Nc1ccc2c(c1)OCCO2	i	i
21	COc1ccc(CNCC(O)COc2cccc3c2OC(C)(C)C3)cc1 (configuration not stated)	i	i
22	O=[N+]([O-])c1ccc(N2CCCCC2)c(Cl)c1N1CCCCC1	i	i
23	COC(=O)Nc1ccc2c(c1)N(C(=O)CCN1CCN3CCCC3C1)c1ccccc1CC2 (configuration not stated)	i	i
24	Cc1ccc(S(=O)(=O)N(C)c2c(C)ccc(S(=O)(=O)N3CCN(C=O)CC3)c2C)cc1	i	i
25	O=C(CSc1nnc(COc2cccc3ccccc23)o1)N1CCN(C(=O)c2ccco2)CC1	i	i
26	O=C(Nc1ccccc1C(=O)O)c1cccc(NC(=O)c2ccccc2Cl)c1	i	i
27	COC(=O)c1cccc(NC(=O)CN(c2ccc3c(c2)OCO3)S(C)(=O)=O)c1C	i	i
28	Cc1cccc(NC(=O)Cn2nnc3ccccc32)c1	i	i
29	CCCCNC(=O)N(O)C1N(/N=C/c2ccc(N(C)C)cc2)C(=S)SC1(C)C (configuration not stated)	i	i
30	CCS(=O)(=O)N1CCC(C(=O)c2ccc(Cl)cc2)CC1	i	i
31	Cc1ccc(N2CC(C(=O)NCc3nnnn3-c3ccc(C)c(C)c3)CC2=O)cc1 (configuration not stated)	i	i
32	COc1cc2c(O)c3c(c(-c4ccc5c(c4)OCO5)c2cc1OC)C(=O)OC3	i	i
33	Cc1cc(NC(=O)C(C)SCC(=O)OCc2c(Cl)cccc2Cl)no1 (configuration not stated)	i	i
34	S=C(N/N=C/c1cccc2ccccc12)Nc1cccc(Cl)c1	i	i
35	Cc1ccc(CNC(=O)C2CCN(S(=O)(=O)N3CC(C)CC(C)C3)CC2)cc1 (configuration not stated)	i	i
36	CC(=O)Nc1c(O)nc(SCC(=O)N2CCN(c3ccc(F)cc3)CC2)[nH]c1=O	i	i
37	Cc1ccc(C(=O)O)cc1-c1ccc(/C=C2/NC(=O)N(c3ccccc3)C2=O)o1	i	i
38	COc1cc(CNC(=O)CCC(=O)N2C[C@H]3C[C@H](C2)c2cccc(=O)n2C3)cc(OC)c1OC	i	i
39	COc1cc(OC)c(OC)cc1CN1CCCC(C(=O)N2CCCCC2)C1 (configuration not stated)	i	i
40	CC(C)Cc1nnc(NC(=O)c2ccc(N3CCCC3=O)cc2)s1	i	i
41	CCCC(=O)N1CCN(c2ccc(NC(=O)c3ccc4c(c3)OCCO4)cc2)CC1	i	i
42	CCOc1cc(/C=N/NC(=O)C(=O)NC)cc(Br)c1O	i	i
43	Cn1cccc1/C=C(\C#N)c1ccccc1	i	i
44	O=C(O)Cc1ccc(C(=O)c2ccccc2F)s1	i	i
45	Cc1ccc(OCCN2C(=O)OC(C)(C)C2(C)O)cc1 (configuration not stated)	i	i
46	COc1ccc(NC(=O)CN(C)C(=O)CCc2ccccc2)cc1	i	i
47	CC1=NN(c2ccccc2)C(=O)/C1=C/c1ccc(Cl)cc1	i	i
48	COc1ccc(-c2c(C#N)c(C)nc3c2C(=O)c2ccccc2-3)cc1	i	i
49	CC1=NNC(=O)C1CC(=O)N/N=C(\C)c1ccco1 (configuration not stated)	i	i
50	COc1cc(OC)c(OC)cc1/C=C1\CCC(C2CCCC2)C1=O (configuration not stated)	i	i
51	CCn1nc(NS(=O)(=O)c2ccccc2)c2cc3ccccc3nc21	i	i
52	CCCOc1ccccc1NC(=O)c1ccc(N)cc1	i	i
53	Cc1cc(Br)c(NC(=O)CN(C)CCOc2ccccc2)c(Br)c1	i	i
54	O=C(NC1CCN(Cc2ccccc2)CC1)c1ccc(Cn2c(=S)[nH]c3ccc(N4CCOCC4)cc3c2=O)cc1	i	i
55	O=C(c1ccccc1)N(Cc1ccccc1)Cc1ccccc1	i	i
56	Cc1ccc(-n2c(CNc3ccc(F)cc3)nnc2SCC(=O)O)cc1	i	i
57	Cc1ccc(NC(=O)c2ccc(S(=O)(=O)NCc3ccco3)cc2)nc1	i	i
58	Cc1ccc(CN2C(=O)CCC2C(=O)NC2CCCC2)cc1 (configuration not stated)	i	i
59	CCN1CCN(S(=O)(=O)c2cccc(S(=O)(=O)N3CCOCC3)c2)CC1	i	i
60	COc1ccc(OC)c(NC(=O)c2sc3nc(Cc4ccccc4)cc(C(F)(F)F)c3c2N)c1	i	i

(cont.)
#	mol	CHT block	CHT PAM
61	O=C(c1ccccc1S(=O)(=O)NCc1ccccc1)N1CCCC1	i	i
62	C=CCc1ccccc1OCC(O)CN1CCN(Cc2ccc3c(c2)OCO3)CC1 (configuration not stated)	i	i
63	Cc1ccc(C(C)C)cc1OCCn1cncn1	i	i
64	NC(=O)NC1NC(=O)NC1=O (configuration not stated)	i	i
65	COc1ccc(CN2CC(C(=O)NCCCOC(C)C)CC2=O)cc1 (configuration not stated)	i	i
66	COc1ccc(C(=O)Nc2ccnn2C2CCN(Cc3cn(C)nc3C)CC2)cc1	i	i
67	Cc1nn(-c2ccccc2)c(-c2ccccc2[N+](=O)[O-])c1C(=O)O	i	i
68	CC(C)C(=O)Nc1ccc(C(=O)NCc2cccnc2)cc1	i	i
69	O=C(O)CCCC(=O)Nc1ccc2c(c1)oc1ccccc12	i	i
70	COc1ccc(CCNC(=O)CNCC2CCCO2)cc1OC (configuration not stated)	i	i
71	CCOc1ccc(C(=O)N[C@H](C(=O)Nc2ccc(OC)c(S(=O)(=O)N3CCOCC3)c2)C(C)C)cc1	i	i
72	COc1cc2nc(N(CCCN(C)C)C(=O)c3ccc(C(=O)c4ccccc4)cc3)sc2cc1OC	i	i
73	CCCCn1c(N)c(N(CCOC)C(=O)C2CCN(C(=O)c3ccccc3C)CC2)c(=O)[nH]c1=O	i	i
74	CCc1cc2c(=O)oc(-c3ccc(F)cc3)nc2s1	i	i
75	NC(=S)Nc1cccc2[nH]ncc12	i	i
76	Fc1ccc(NC(=S)Nc2cccnc2)c(Cl)c1	i	i
77	COC(=O)C1=C(C(=O)OC)[C@@H]2N(C)c3ccc(OC)cc3[C@@]23C[C@@H](C(=O)OC)N(C(=O)c2ccco2)C3=N1	i	i
78	CCc1cc(=O)oc2c(C)c(OCC(=O)NCCCN3CCCC3=O)ccc12	i	i
79	CCOC(=O)N1CCC(N2CCN(S(=O)(=O)c3ccc(Cl)cc3)CC2)CC1	i	i
80	Cc1ccc(-c2nnc(N3CCN(C(=O)CN4CCOCC4)CC3)c3ccccc23)cc1	i	i
81	CC[C@]1(c2ccccc2OC)C(=O)N(C(=O)OC)N1C(=O)OC	i	i
82	COc1cccc(OC)c1C(=O)N1CCNCC1	i	i
83	O=C(Nc1ccc2c(c1)OCCO2)c1ccccc1F	i	i
84	COc1ccc(OCc2nnc(SCC(=O)Nc3ccc(C)cc3)o2)cc1	i	i
85	COc1ccc(Cl)cc1NC(=O)CN(C)C(=O)C12CC3CC(CC(Cl)(C3)C1)C2	i	i
86	CCCn1nnc(NC(=S)NC(=O)C(C)(C)C)n1	i	i
87	Cc1cc(=O)oc2cc(OC(=O)CCCCCN3C(=O)c4ccccc4C3=O)ccc12	i	i
88	O=C(CSc1nc(C(F)(F)F)cc(=O)[nH]1)NCc1ccc2c(c1)OCO2	i	i
89	C=CCOc1ccc(C2=NO[C@@H]3[C@@H]4C[C@@H]([C@H]5C(=O)N(C)C(=O)[C@@H]45)[C@H]23)cc1	i	i
90	CCOC(=O)CNC(=O)CCNS(=O)(=O)c1ccc2c(c1)c(=O)n(C)c(=O)n2C	i	i
91	O=C(O)c1nccnc1C(=O)NCc1csc2ccc(Cl)cc12	i	i
92	CC(C)(C)OC(=O)N1CCC(c2cc(-c3cccs3)n[nH]2)CC1	i	i
93	COc1ccccc1/C=C1\SC(=S)N(CCC(=O)NNC(=O)c2ccccc2OC)C1=O	i	i
94	COc1ccc(Nc2cc(Nc3cc(OC)c(OC)c(OC)c3)ncn2)cc1	i	i
95	C1=C(C(c2nnnn2C2CCCCC2)N2CCCCC2)COc2ccccc21 (configuration not stated)	i	i
96	COc1ccc(NC(=O)/C=N/O)cc1	i	i
97	Cc1c([N+](=O)[O-])cc(C(=O)Nc2ccc3ncccc3c2)cc1[N+](=O)[O-]	i	i
98	COc1ccc(C(c2c(C)[nH]n(C(N)=S)c2=O)C(C#N)C#N)cc1 (configuration not stated)	i	i
99	O=C(CC(c1ccccc1)c1cc(Cl)ccc1O)NCCCN1CCOCC1 (configuration not stated)	i	i
100	COc1ccc(N2CCN(C(=O)CN(c3cccc(Br)c3)S(C)(=O)=O)CC2)cc1	i	i
101	O=C(NCC(=O)N1CCCCCC1)c1ccc(Br)cc1	i	i
102	Cc1ccc(Oc2nc3ccccn3c(=O)c2/C=C(\C#N)C(=O)Nc2c(C)n(C)n(-c3ccccc3)c2=O)c(C)c1	i	i
103	O=C(c1cc(-c2ccccc2)nn1-c1ccccc1)N1CCN(S(=O)(=O)c2ccc(F)cc2)CC1	i	i
104	COc1ccc(S(=O)(=O)Nc2ccc3c(c2)n(C)c(=O)n3C)cc1C	i	i
105	CN(C)C=C1C(=O)c2ccccc2C1=O	i	i
106	COc1ccccc1NC(=O)Cc1noc(CSc2nnc(C(F)(F)F)n2C)n1	i	i
107	Cc1nonc1C1CCCN1C(=O)c1cc(COc2ccc(F)cc2F)on1 (configuration not stated)	i	i
108	O=C(/C=C/c1ccco1)Nc1ccccc1C(=O)Nc1cccc(C(=O)O)c1	i	i
109	Cc1ccc(/C=C/c2nnc(-c3cccs3)o2)cc1	i	i
110	O=C(Cc1ccccc1)c1ccccc1C(=O)N1CCCCC1	i	i
111	COc1ccc(OC)c(S(=O)(=O)Nc2ccccc2O)c1	i	i
112	CC(=O)c1ccc(NC(=O)C2CC2c2ccccc2)cc1 (configuration not stated)	i	i
113	Cc1ccc(C2C(=O)c3ccccc3C2=O)cc1	i	i
114	O=C(CSc1nnnn1C1CCCCC1)NCc1cccc(C(=O)O)c1	i	i
115	CCc1cccc(C)c1NC(=O)COC(=O)Cc1ccsc1	i	i
116	COc1ccc(/C=N/NC(=O)c2cc(-c3ccccc3)nc3ccccc23)c(OC)c1	i	i
117	CC1(C)Cc2cccc(OCC(=O)Nc3cccnc3Cl)c2O1	i	i
118	CN(CCc1cnn(C)c1)Cc1cn(C)nc1-c1ccc2c(c1)OCCO2	i	i
119	CCCCNC(=O)CSc1nc2cc(OC)c(OC)cc2c(=O)n1Cc1ccc(OC)cc1	i	i
120	COCCOC(=O)C1=C(C)NC(=O)NC1c1cc2c(cc1Br)OCO2 (configuration not stated)	i	i

One compound at a time (already shown).
COc1cc(CNC(=O)CCC(=O)N2C[C@H]3C[C@H](C2)c2cccc(=O)n2C3)cc(OC)c1OC across the screens: CHT block = i; CHT PAM = i
Cn1c(C(O)c2ccc3c(c2)OCO3)nc2ccccc21 (configuration not stated) across the screens: CHT block = i; CHT PAM = i
COc1ccc(OCc2nnc(SCC(=O)Nc3ccc(C)cc3)o2)cc1 across the screens: CHT block = i; CHT PAM = i

(further entries)
#	mol	CHT block	CHT PAM
121	COc1ccc(NC(C)=O)cc1NC(C)C(=O)Nc1cccc2ccccc12 (configuration not stated)	i	i
122	CCOC(=O)c1cnc(SC)nc1Oc1cccc(NC(=O)c2ccc(Cl)cc2)c1	i	i
123	Cc1ccc(NC(=O)c2noc3c2CCc2ccccc2-3)cc1	i	i
124	COC(=O)C1=C(C)NC(=O)CC1c1cccc(Cl)c1Cl (configuration not stated)	i	i
125	CC(C)(C)NC[C@H](O)COc1cccc2c1CCCC2=O	i	i
126	Cc1ccc(NC(=O)c2cccc(Cl)c2)nc1	i	i
127	Cc1cc(C(=O)N/N=C/c2ccc(-c3ccc(C)c(Cl)c3)o2)n[nH]1	i	i

High-throughput results from PubChem.

Compounds as they come; about 1.4% have a hit in one of these screens.
